# Assay outcomes as filed in PubChem BioAssay.
# Exocytosis inh – blocks lytic granule exocytosis; TALL-104 LAMP-1 surface exposure, flow cytometry; cells stimulated with thapsigargin and PMA; inhibition, % at 10 µM; 360,000 tested, 0.66% active; AID 651702;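 active = inhibition above about 55%, limit read from the data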
# ABHD5 PLIN5 PPI – inhibitors of human ABHD5-perilipin-5 interaction | Q00G26+Q8WTS1 | Split G. princeps luciferase complementation, luminescence, 4 h | inhibition, % at 4 µM | 360,000 tested, 0.78% active | AID 602281;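 active = inhibition above the mean inhibition across every tested compound plus 3 SD, cut at about 22% in these data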;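 note: 0% = DMSO only wells and the 100% control is not disclosed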
# MC4R barr agon – human MC4R agonism via beta-arrestin; P32245; U2OS MC4R beta-arrestin complementation, luminescence; percent of melanotan II response, DMSO zero; AID 540308; 360,000 tested, 0.98% active; activation, % at 8.9 µM;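 active = activation above a per-plate cutoff, the mean activation of sample wells on that plate plus 3 SD, cut at about 8% in these data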
# PDI turbidity – inhibitors of human protein disulfide isomerase; P07237; inhibition, % at 10 µM; 350,000 tested, 0.052% active; PDI insulin aggregation turbidity, A650, 90 min;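 active = mean inhibition across replicates of 30% or more, whatever share of single replicates reach that level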;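 note: absorbance from insulin aggregation driven by PDI reduction with DTT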
# Target sequence (P07237 whole entry, looked up): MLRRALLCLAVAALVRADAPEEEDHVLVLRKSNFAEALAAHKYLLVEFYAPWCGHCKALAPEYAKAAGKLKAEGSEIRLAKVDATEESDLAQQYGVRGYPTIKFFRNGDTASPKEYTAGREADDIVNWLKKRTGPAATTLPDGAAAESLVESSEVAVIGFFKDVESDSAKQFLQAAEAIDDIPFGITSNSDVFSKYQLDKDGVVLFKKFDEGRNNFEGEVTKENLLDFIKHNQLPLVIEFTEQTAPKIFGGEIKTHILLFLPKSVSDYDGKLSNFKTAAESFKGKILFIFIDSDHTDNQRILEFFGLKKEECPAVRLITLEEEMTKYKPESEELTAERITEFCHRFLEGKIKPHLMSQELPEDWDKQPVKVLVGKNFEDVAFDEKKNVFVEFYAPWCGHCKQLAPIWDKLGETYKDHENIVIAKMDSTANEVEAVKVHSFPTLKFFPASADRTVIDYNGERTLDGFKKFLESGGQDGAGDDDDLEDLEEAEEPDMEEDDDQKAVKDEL
# CaV13 ICDI inh – Primary screen for inhibitors of IQ motif and Ca2+-dependent inactivation inhibitor domain binding in CACNA1D, Förster resonance energy transfer in living cells, … | HEK cells, CFP/YFP FRET ICDI-IQ, plate reader, 10 min; percent FRET-ratio fall versus neutral wells | inhibition, % at 12.3 µM | 340,000 tested, 0.098% active | AID 743397;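 active = mean replicate inhibition of at least 30% and at least 1% of replicates passing that level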;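 note: 0% = median of the neutral control wells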
# Cardio protect – protects H9c2 cardiomyocytes from peroxide injury. H2O2 injury protection, ATPLite, 2 h. protection from H2O2 cell death, % at 20 µM. 360,000 tested, 0.63% active;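 active = compounds giving at least 50% protection of heart cells from peroxide-induced death in the single-dose screen, raw or plate-pattern-corrected value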;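 note: 0% = DMSO wells with peroxide and 100% = DMSO wells without peroxide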
# m5-HT2A agonist – agonists of mouse serotonin 5-HT2A receptor (HTR2A); CHO-K1 mHTR2A beta-arrestin complementation, luminescence; percent of 30 µM serotonin response; P35363; 360,000 tested, 0.66% active; AID 624169; activation, % at 7.6 µM;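 active = activation above a run cutoff, the mean activation of all tested compounds plus 3 SD, cut at about 14% in these data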;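 note: 0% = plate median of compound wells and 100% = 30 µM serotonin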
# Glyco luc inh – N-linked glycosylation inhibition | AID 588692 | 360,000 tested, 0.23% active | D54 ERlucT glycosylation luciferase reporter, 24 h; percent of 100 nM tunicamycin response | reporter increase, % at 12.5 µM;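 active = mean luciferase reporter signal, scaled so untreated is 0 and the glycosylation-blocking control 100, at or above a set limit in every replicate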;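 note: luciferase carries N-glycosylation sites so blocking glycosylation raises the light; 0% = median of neutral control wells and 100% = median of 100 nM tunicamycin wells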
# ABCB6 inh MLPCN – human ABCB6 transporter inhibition. Q9NP58. K562-ABCB6 porphyrin accumulation, flow cytometry, 1 h; active compounds read low. fluorescence ratio to DMSO, % at 10 µM. 360,000 tested, 0.19% active;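 active = fluorescence ratio to DMSO below 75%, the collection mean minus 3 SD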;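 note: signal is porphyrin accumulated inside mitochondria; 100% equals median channel fluorescence of DMSO control wells; lower ratio means ABCB6 inhibition with less porphyrin fluorescence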
# MC4R antag cAMP – antagonists of human melanocortin 4 receptor (MC4R); 360,000 tested, 0.48% active; MC4R-expressing cells, MTII-stimulated cAMP, LANCE TR-FRET; AID 540295; P32245; inhibition, % at 6.5 µM;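 active = inhibition above its plate's cutoff, the mean of tested wells on that plate plus 3 SD, cut at about 29% in these data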;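 note: 0% = Melanotan II alone and 100% = Melanotan II plus saturating MCL0020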
#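 System: U2OS-MC4R stable cell line; Technique: Eu-cAMP/anti-cAMP TR-FRET, emission 671 nm; Repeats: single well per compound; Also added: Melanotan II; Dosing: one concentration, 6.5 µM nominal; Schedule: 30-min compound, 1-h challenge, 1-h detection, room temperature.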
# Active calls of the source: *; i = inactive; . = not tested or not shown.
item	molecule	Exocytosis inh	ABHD5 PLIN5 PPI	MC4R barr agon	PDI turbidity	CaV13 ICDI inh
1	Cn1c(SCC(=O)c2ccccc2)nnc1-c1ccco1	0	2	-1.8	-1	-4
2	CC1CCN(S(=O)(=O)c2cccc(-c3csc(-c4cccnc4)n3)c2)CC1	0	5	-0.9	9	-5
3	CCOC(=O)c1sc(N)c(C(=O)OCC)c1COC(=O)C1CC(=O)N(Cc2ccco2)C1 (centres undefined)	3	0	-3.2	19	-1
4	O=C(O)CCSc1nc2ccccc2n1Cc1ccccc1	9	3	-1.3	1	-21
5	COc1cccc(/C=N/NC(=O)C(=O)N/N=C/c2cccc(OC)c2OC)c1OC	0	-2	7.4	-2	-5
6	COc1ccc(C(=O)C2CCN(C(=S)NCC3CCCO3)CC2)cc1 (centres undefined)	-1	-7	-3.3	-3	-6
7	Cc1ccc(S(=O)(=O)NCc2ccc(C(=O)N3CCN(Cc4ccccc4)CC3)cc2)cc1	4	7	0.1	6	.
8	CCOC(=O)c1ccc(-c2c(-c3ccccc3OC)sc3ccc(OC)cc23)cc1F	-6	4	0.0	-4	5
9	Cc1cc(=O)n(-c2ccccc2)n1C	0	2	-1.3	-3	.
10	CCOC(=O)N1CCN(S(=O)(=O)c2ccc(C)cc2)C1c1ccc(OC)cc1 (centres undefined)	0	-6	-0.8	-1	-5
11	Cc1ccc(C(=O)Nc2cc3[nH]c(=O)oc3cc2C)cc1	2	4	-1.1	-2	-20
12	COc1ccc(NC(=O)CS(=O)(=O)c2ccc(Br)cc2)cc1	0	0	-0.3	0	-4
13	COc1ccc(-c2cc(C(=O)Nc3c(C)nn(Cc4ccccc4Cl)c3C)no2)cc1	-1	1	13*	12	-3
14	Cc1cc(C(=O)COc2ncnc3sccc23)c(C)n1C	1	2	-0.5	-3	-2
15	O=C(Nc1ccc(F)cc1)Nc1nnc(Cc2ccccc2F)s1	3	2	2.7	-7	-5

item	Cardio protect	m5-HT2A agonist	Glyco luc inh	ABCB6 inh MLPCN	MC4R antag cAMP
1	4	0	0	102	0
2	-2	-3	-3	100	12
3	13	-2	1	103	4
4	-1	2	1	93	-2
5	2	-4	-1	89	-2
6	-16	0	1	85	0
7	1	1	-7	96	13
8	-4	4	-3	99	7
9	6	5	0	98	5
10	0	-5	1	98	20
11	-3	6	-1	99	1
12	-6	-1	2	96	4
13	-7	4	-5	78	-4
14	9	4	-3	97	0
15	-19	0	-3	101	0

# Structures listed so far printed as active in MC4R barr agon.
no.	Molecule	Exocytosis inh	ABHD5 PLIN5 PPI	MC4R barr agon	PDI turbidity	CaV13 ICDI inh	m5-HT2A agonist	Glyco luc inh	ABCB6 inh MLPCN	MC4R antag cAMP
13	COc1ccc(-c2cc(C(=O)Nc3c(C)nn(Cc4ccccc4Cl)c3C)no2)cc1	-1	1	13*	12	-3	4	-5	78	-4

# Down the list, as entered above.
# Compounds 1–9 in PDI turbidity: -1, 9, 19, 1, -2, -3, 6, -4, -3
# Compounds 1–9 in Cardio protect: 4, -2, 13, -1, 2, -16, 1, -4, 6

# A second format for two compounds above.
5: COc1cccc(/C=N/NC(=O)C(=O)N/N=C/c2cccc(OC)c2OC)c1OC
  Exocytosis inh: 0
  ABHD5 PLIN5 PPI: -2
  MC4R barr agon: 7.4
  PDI turbidity: -2
  CaV13 ICDI inh: -5
  Cardio protect: 2
  m5-HT2A agonist: -4
  Glyco luc inh: -1
  ABCB6 inh MLPCN: 89
  MC4R antag cAMP: -2

8: CCOC(=O)c1ccc(-c2c(-c3ccccc3OC)sc3ccc(OC)cc23)cc1F
  Exocytosis inh: -6
  ABHD5 PLIN5 PPI: 4
  MC4R barr agon: 0.0
  PDI turbidity: -4
  CaV13 ICDI inh: 5
  Cardio protect: -4
  m5-HT2A agonist: 4
  Glyco luc inh: -3
  ABCB6 inh MLPCN: 99
  MC4R antag cAMP: 7

# The listing picks up with the two entries that preceded the break.
item	molecule	Exocytosis inh	ABHD5 PLIN5 PPI	MC4R barr agon	PDI turbidity	CaV13 ICDI inh
14	Cc1cc(C(=O)COc2ncnc3sccc23)c(C)n1C	1	2	-0.5	-3	-2
15	O=C(Nc1ccc(F)cc1)Nc1nnc(Cc2ccccc2F)s1	3	2	2.7	-7	-5
16	Cc1ccc(CNC(=O)CCn2nc(-c3ccc(Cl)cc3)ccc2=O)cc1	-1	-5	-1.4	0	-9
17	COc1cc(C2c3cc4c(cc3OC(NCc3ccccc3)C2C)OCO4)cc(OC)c1OC (centres undefined)	-8	1	-1.9	-4	-7
18	COc1cccc(C2C(C(=O)c3cc4ccccc4o3)=C(O)C(=O)N2CCN2CCOCC2)c1 (centres undefined)	0	11	-1.5	-2	-3
19	Cc1cnc(C(=O)OC(C)C(=O)Nc2ccccc2-c2ccccc2)cn1 (centres undefined)	1	-1	-1.1	-3	-1
20	Cc1cc(N/N=C/c2c[nH]c3ccccc23)c2ccccc2n1	0	5	-1.5	-1	-11
21	OCCC1CN(Cc2ccc3ncccc3c2)CCN1Cc1ccccc1 (centres undefined)	-3	-2	2.4	3	3
22	O=C(/C=C\Nc1ccc2c(c1)OCO2)c1cccs1	1	-3	-1.6	2	-5
23	CC(C)OC(=O)c1c2c(n3ccccc13)C(=O)c1ccccc1C2=O	36	2	-1.1	-7	-5
24	Cc1ccccc1CN(C)C[C@@H]1OCc2cnnn2CCCC(=O)N([C@@H](C)CO)C[C@H]1C	-1	-1	-2.3	6	.
25	CC(=O)Nc1ccc(NC(=O)CSc2nccn2Cc2ccco2)cc1	0	0	-0.4	1	-6

item	Cardio protect	m5-HT2A agonist	Glyco luc inh	ABCB6 inh MLPCN	MC4R antag cAMP
14	9	4	-3	97	0
15	-19	0	-3	101	0
16	-4	-6	2	98	0
17	-1	-6	5	101	-42
18	6	-5	2	95	19
19	-1	5	2	95	-2
20	3	4	0	104	-1
21	6	-5	0	96	5
22	-26	-2	-17	100	5
23	26	2	8	i	2
24	8	-1	0	100	5
25	-3	5	4	101	2

# Rows were taken by chance. About 4.2% of those tested had a hit in this group.
